# CHO parental Ca = signal in parental CHO cells, OX1R antagonist counter-screen. parental CHO-K1, ATP-induced calcium, Fluo-8 fluorescence. inhibition, % at 5.6 µM. 330,000 compounds, 0.63% hits;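 active = inhibition above that plate's mean sample inhibition plus 3 SD, cut at about 26% in these data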;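 also: 0% = ATP-challenged DMSO wells and 100% = DMSO wells without ATP; some compounds past the cut are filed as inactive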
#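 Assay system: parental CHO cells; Read-out basis: percent inhibition of ATP-evoked calcium rise, normalized to controls; Benchmarks: ATP and no-ATP DMSO wells; Compound dosing: single nominal dose of 5.6 µM per compound; Signal: Fluo-8 calcium dye fluorescence; Also added: ATP as calcium-mobilizing challenge; Repeats: singlicate.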
# TAAR1 antag = human TAAR1 antagonism; Q96RJ0; AID 624466; 360,000 compounds, 1.5% hits; CHO RD-HGA16 TAAR1, Fluo-8 calcium fluorescence, antagonist; inhibition, % at 3 µM;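 active = inhibition above a per-plate cutoff, the mean inhibition of test compounds on that plate plus 3 SD, cut at about 49% in these data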;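 also: 0% = DMSO plus EC80 beta-PEA response and 100% = DMSO alone without agonist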
# Target sequence (Q96RJ0 whole entry, looked up): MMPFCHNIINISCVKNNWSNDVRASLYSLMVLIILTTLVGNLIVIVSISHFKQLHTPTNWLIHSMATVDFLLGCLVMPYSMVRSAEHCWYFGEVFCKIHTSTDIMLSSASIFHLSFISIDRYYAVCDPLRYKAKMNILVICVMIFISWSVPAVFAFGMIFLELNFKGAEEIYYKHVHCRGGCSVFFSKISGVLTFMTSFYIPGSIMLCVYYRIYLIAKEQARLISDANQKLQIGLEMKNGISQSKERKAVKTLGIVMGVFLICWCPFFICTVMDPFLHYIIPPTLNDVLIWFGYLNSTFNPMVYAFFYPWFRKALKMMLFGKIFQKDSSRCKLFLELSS
#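 Test system: hTAAR1-expressing CHO RD-HGA16 cells, Gα16-coupled; Probe or stimulus: EC80 β-phenethylamine stimulus; Compound dosing: single nominal final test compound concentration of 3 µM; Timing: 140 s kinetic read after compound, 140 s after agonist; Signal: Fluo-8 calcium-sensitive fluorescence; Measure: % inhibition of agonist calcium response; Controls: DMSO and EC80 PEA controls.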
# M1 PAM parental = nonselective activator or artifact in parental CHO-K1 calcium assay | 360,000 compounds, 0.02% hits | activation, % at 3 µM | AID 602247 | ATP EC20, Fluo-8 calcium fluorescence; 0% at ATP EC20, 100% at ATP max;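 active = activation above the run cutoff, the mean activation of all test compounds plus 3 SD, cut at about 40% in these data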;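 also: peak over basal fluorescence ratio in a 140 s read after ATP addition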
# CHO-K1 Ca ag = nonselective activator or artifact in parental CHO-K1 cells; 360,000 compounds, 0.48% hits; Fluo-8 calcium fluorescence; scaled to maximal ATP response, vehicle zero; activation, % at 3 µM; in the data active = activation above about 15%;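 also: untransfected CHO-K1 host cells lacking M1 receptor as counterscreen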
# OXTR agonist = activates the human oxytocin receptor; CHO-OTR cells, Fluo-8 calcium fluorescence; normalized: DMSO 0%, oxytocin 100%; activation, % at 3 µM; 320,000 compounds, 0.32% hits; AID 2435;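 active = activation above the mean of all tested compounds plus 3 SD, cutoff set per screening run, cut at about 20% in these data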;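 also: peak over basal fluorescence ratio from a 100 s FLIPR kinetic read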
# OXTR potentiate = potentiates the human oxytocin receptor response. P30559. CHO-OTR cells, Fluo-8 calcium fluorescence, potentiator mode; 0% = oxytocin EC15, 100% = EC100. activation, % at 3 µM. 320,000 compounds, 0.061% hits. AID 2445;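 active = activation above that plate's cutoff, the mean activation of tested compounds plus 3 SD, cut at about 6.6% in these data, passing the limit was not always enough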;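 also: 100% uses oxytocin at 75 nM as the full agonist control; some results filed as inactive read as strong as hits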
#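 Assay system: CHO cell line stably expressing human OTR | Also added: Oxytocin at about EC15, sub-maximal agonist stimulus | Times: Compound 6 min at room temperature before oxytocin, 100 s read | Measured by: Fluo-8 intracellular calcium fluorescence, ex 470-495, em 515-575 nm | Controls: EC15 oxytocin alone as 0%, 75 nM oxytocin as 100%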
# V1R ag counter = V1a receptor agonism, counter-screen for OXTR agonists. AID 2797. activation, % at 3 µM. 320,000 compounds, 0.25% hits. CHO-V1R cells, Fluo-8 calcium fluorescence, agonist mode; 0% DMSO, 100% 3 nM vasopressin. P37288;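 active = activation above the mean activation of all tested compounds plus 3 SD, per screening run, cut at about 20% in these data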;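 also: signal is peak over basal fluorescence ratio across a 100 second FLIPR read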
# Target sequence (P37288 whole entry, looked up): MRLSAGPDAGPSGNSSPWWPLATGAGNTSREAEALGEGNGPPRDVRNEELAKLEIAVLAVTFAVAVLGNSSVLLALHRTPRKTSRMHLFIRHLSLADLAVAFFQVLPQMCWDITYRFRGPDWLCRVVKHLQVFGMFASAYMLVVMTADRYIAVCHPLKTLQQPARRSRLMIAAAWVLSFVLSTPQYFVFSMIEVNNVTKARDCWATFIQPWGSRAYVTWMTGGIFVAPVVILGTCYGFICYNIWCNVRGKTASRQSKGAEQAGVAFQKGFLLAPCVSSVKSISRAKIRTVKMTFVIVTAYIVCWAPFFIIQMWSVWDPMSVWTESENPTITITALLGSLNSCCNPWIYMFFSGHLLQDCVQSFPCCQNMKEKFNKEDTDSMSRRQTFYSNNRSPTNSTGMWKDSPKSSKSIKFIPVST
# GPR7 antag = human neuropeptides B/W receptor 1 antagonism; GPR7-expressing cells, fluorescence antagonist assay; P48145; 290,000 compounds, 1.1% hits; inhibition, % at 4.4 µM; in the data active = inhibition above about 16%, passing the limit was not always enough;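 also: cells stimulated with the agonist NPW; 0% = agonist with vehicle and 100% = vehicle without agonist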
# Target sequence (P48145 whole entry, looked up): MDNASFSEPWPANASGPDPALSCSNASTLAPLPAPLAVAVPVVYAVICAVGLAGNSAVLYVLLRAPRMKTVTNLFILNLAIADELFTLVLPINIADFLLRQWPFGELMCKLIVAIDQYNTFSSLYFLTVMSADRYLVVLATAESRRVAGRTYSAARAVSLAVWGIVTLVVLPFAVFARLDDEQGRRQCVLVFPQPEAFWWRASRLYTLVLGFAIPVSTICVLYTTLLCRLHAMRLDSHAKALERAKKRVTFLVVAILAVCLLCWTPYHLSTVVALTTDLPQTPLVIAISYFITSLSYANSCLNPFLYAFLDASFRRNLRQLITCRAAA
# CHO-K1 Ca antag = counter-screen for M1 antagonists: effect in parental CHO-K1 cells | ATP-induced calcium, Fluo-8 fluorescence | inhibition, % at 3 µM | 360,000 compounds, 0.6% hits | AID 602250;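 active = inhibition above a per-plate cutoff, the plate's mean sample inhibition plus 3 SD, cut at about 24% in these data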;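 also: 0% = DMSO plus EC80 ATP and 100% = DMSO alone without ATP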
# * hit, by the source's call; . = no result given.
SMILES,CHO parental Ca,TAAR1 antag,M1 PAM parental,CHO-K1 Ca ag,OXTR agonist,OXTR potentiate,V1R ag counter,GPR7 antag,CHO-K1 Ca antag
Cc1ccc(SCC(=O)NCCCc2ccccc2)cc1,-10,-12,19,0.3,-1.7,0,-1.2,-6,7
Cc1ccc(NC(=O)Cn2nnc(C(=O)NCc3ccc(Cl)cc3)c2N)cc1F,6,-2,16,1.6,0.9,-7,0.7,8,-15
CC1CCCC(C)N1/N=C/c1ccc([N+](=O)[O-])cc1 (stereo unspecified),0,6,20,0.8,-1.8,-10,-1.3,-24,-13
O=C(COc1ccc2cc(-c3ccccc3)c(=O)oc2c1)NCC1CCC(C(=O)O)CC1 (stereo unspecified),-2,8,9,0.2,0.4,-8,0.4,7,1
Cc1cc(C)cc(OCC(=O)OCC(=O)c2c(N)n(C)c(=O)n(C)c2=O)c1,2,3,7,0.0,-0.1,-2,-0.4,1,3
O=C(CCCn1c(=O)[nH]c2ccccc2c1=O)NC1CCCCCC1,-18,-5,0,0.5,-2.1,-12,-1.0,20,2
NC(=O)Nc1ccccc1C(=O)Nc1ccc2ccccc2c1,-13,4,-3,1.1,0.9,2,0.2,-11,4
CC(C)[C@H](NC(=O)N1CCn2c1nc1ccccc12)C(=O)NCCc1ccccc1,-29,-10,4,1.4,3.1,-12,2.9,15,-12
O=C(Nc1ccccc1)c1ccccc1Br,.,1,-4,-0.1,.,.,.,.,-4
NC(=O)N/N=C/c1sc(=O)n(-c2ccccc2)c1Cl,-4,-34,-9,0.7,0.6,-3,-0.6,-12,7
CCOC(=O)c1ccccc1NC(=O)N1CCn2c(C)ccc2C1CC (stereo unspecified),-42,5,2,0.1,-0.7,-15,0.1,-7,1
O=C(O)C1CCCCC1C(=O)Nc1ccc2c(c1)OCO2 (stereo unspecified),-7,-10,14,1.4,3.1,-2,0.4,-13,-12
CC(=O)Nc1cccc(C(=O)O)n1,-3,5,1,0.3,1.1,-7,1.6,-22,-1
COc1cccc(Nc2ncnc3nc[nH]c23)c1,-6,0,18,0.5,-0.3,-3,-0.8,-1,-4
COc1ccc(N2CCN(C(=O)COC(=O)c3c(-c4ccccc4)noc3C)CC2)cc1,-18,-20,-4,0.5,-0.8,1,0.4,.,-12
CCOC(=O)c1c(NC(=O)c2c(C(=O)O)cccc2[N+](=O)[O-])sc2c1CCCC2,-7,-24,4,0.1,-1.1,-13,0.1,11,-12
COc1ccc(C(=O)c2c(C)oc3ccc(O)cc23)cc1,.,15,-9,3.5,.,.,.,21,1
CCCCCC[C@@H]([C@@H](C)O)n1cnc2c(N)ncnc21,-4,0,8,0.7,1.5,-14,2.9,.,-1
CCS(=O)(=O)N1CCN(C(=O)c2cccc3ccccc23)CC1,-8,-2,11,7.0,0.1,3,1.3,-9,-1
COc1cc(=O)n(C)c2c(OCC(O)C(C)(C)O)cccc12 (stereo unspecified),-4,-3,19,0.6,-1.1,-4,-0.5,.,-13
COC(=O)C(C)n1cnc2c(nnn2-c2cccc(Cl)c2)c1=O (stereo unspecified),0,1,12,1.3,-0.5,-8,0.7,-7,-2
O=C(Nc1nc2c(Cl)cccc2s1)C1CC1,-5,-38,-7,0.4,-2.7,-1,-1.6,2,-11
C=CCn1c(SCC(=O)NC2CC2)nnc1-c1cccc(OC)c1,-8,-15,4,0.2,-0.1,-6,-0.7,-8,-7
O=C1CC(N2CCN(C3CCc4ccccc4C3)CC2)C(=O)N1c1ccccc1 (stereo unspecified),-18,-16,15,9.8,-0.4,-9,0.5,2,-8
CCC(C)C(=O)Nc1nc(C)c(-c2csc(Nc3ccccc3OC)n2)s1 (stereo unspecified),-27,-3,6,-0.5,-2.4,-9,-1.5,-19,-17

# Full records as entered above. Order of screens: CHO parental Ca	TAAR1 antag	M1 PAM parental	CHO-K1 Ca ag	OXTR agonist	OXTR potentiate	V1R ag counter	GPR7 antag	CHO-K1 Ca antag
# O=C(O)C1CCCCC1C(=O)Nc1ccc2c(c1)OCO2 (stereo unspecified) as listed: -7	-10	14	1.4	3.1	-2	0.4	-13	-12
# COc1ccc(N2CCN(C(=O)COC(=O)c3c(-c4ccccc4)noc3C)CC2)cc1 as listed: -18	-20	-4	0.5	-0.8	1	0.4	.	-12
# O=C(Nc1ccccc1)c1ccccc1Br as listed: .	1	-4	-0.1	.	.	.	.	-4

# Pulled by structure from above:
SMILES,CHO parental Ca,TAAR1 antag,M1 PAM parental,CHO-K1 Ca ag,OXTR agonist,OXTR potentiate,V1R ag counter,GPR7 antag,CHO-K1 Ca antag
Cc1ccc(SCC(=O)NCCCc2ccccc2)cc1,-10,-12,19,0.3,-1.7,0,-1.2,-6,7
Cc1cc(C)cc(OCC(=O)OCC(=O)c2c(N)n(C)c(=O)n(C)c2=O)c1,2,3,7,0.0,-0.1,-2,-0.4,1,3
O=C(O)C1CCCCC1C(=O)Nc1ccc2c(c1)OCO2 (stereo unspecified),-7,-10,14,1.4,3.1,-2,0.4,-13,-12
O=C(Nc1ccccc1)c1ccccc1Br,.,1,-4,-0.1,.,.,.,.,-4
Cc1ccc(NC(=O)Cn2nnc(C(=O)NCc3ccc(Cl)cc3)c2N)cc1F,6,-2,16,1.6,0.9,-7,0.7,8,-15
COc1cccc(Nc2ncnc3nc[nH]c23)c1,-6,0,18,0.5,-0.3,-3,-0.8,-1,-4

# The results go on:
SMILES,CHO parental Ca,TAAR1 antag,M1 PAM parental,CHO-K1 Ca ag,OXTR agonist,OXTR potentiate,V1R ag counter,GPR7 antag,CHO-K1 Ca antag
CS(=O)(=O)c1ccc(Cl)c(NC(=O)COC(=O)c2ncc(Cl)c(Cl)c2Cl)c1,-17,9,1,0.6,-0.5,0,-0.1,.,-9
CCCCCCCCOC(=O)C[N+](C)(C)C/C=C(/C)Cl,-6,8,-2,-0.3,0.2,1,-0.6,9,-5
COc1ccc(CN(C)C(=O)c2ccc3c(=O)n4c(nc3c2)CCC4)c(OC)c1,-20,-11,-13,1.0,-0.8,-4,0.1,.,5
C=CCN(CC=C)S(=O)(=O)c1ccc(C(=O)Nc2nc3c(s2)CCc2ccccc2-3)cc1,-14,-21,10,0.0,0.3,-4,1.1,0,-6
Cc1ccc(-c2nnc(Oc3ccc(NC(=O)c4ccccc4)cc3)c3ccccc23)cc1,-3,-17,15,-0.1,-1.8,-9,-0.6,9,-8
CCC1(C)Cc2c(sc3nc(SCC(=O)c4ccccc4)[nH]c(=O)c23)CO1 (stereo unspecified),-16,-17,11,0.7,0.5,-1,0.3,-9,-9
CS(=O)(=O)N(CC(=O)N1CCN(Cc2ccccc2)CC1)c1ccccc1F,-12,6,-18,-0.1,-0.4,-5,0.6,0,3
CCOC(=O)/C(C#N)=C/c1cc2ccccc2nc1Cl,-17,-4,12,0.1,0.5,1,-0.7,-1,-10
COc1ccccc1NC(=O)c1nn(-c2ccc(OC(F)(F)F)cc2)ccc1=O,-1,-18,7,-0.6,-0.1,-5,0.1,-6,-8
COc1ccccc1NC(=O)C1CCCN(c2cc(C)nc3ncnn23)C1 (stereo unspecified),-3,-7,22,0.6,-0.3,-20,0.8,-11,-8
COc1cc(C(=O)NCC(C)C)cc(OC)c1OC,-2,4,-1,-0.2,0.3,1,-0.1,-1,4
Cc1ccc(NC(=O)Cn2c(=S)[nH]c3ccccc32)cc1,-18,13,14,0.5,-0.7,-16,-0.7,-13,-10
COc1ccc(OC)c(CN2CCN(C(=O)c3ccc(S(=O)(=O)N4CCCCCC4)cc3)CC2)c1,.,-15,11,3.6,.,.,.,.,-10
COc1cc(NS(=O)(=O)c2ccc(NC(C)=O)cc2)nc(OC)n1,-5,1,23,1.2,0.0,3,-0.6,-2,-12
CCN(CC(=O)Nc1ccc(OC)cc1)C(=O)c1ccc2[nH]c3c(c2c1)CC(C)CC3 (stereo unspecified),-18,35,4,0.1,6.2,-11,6.9,.,3
CCCN(CCC)CC(O)Cn1c2ccccc2c2ccccc21 (stereo unspecified),-8,-12,5,3.0,5.4,-11,0.9,13,-22
CS(=O)(=O)N1CCCC(C(=O)Nc2cccc(F)c2)C1 (stereo unspecified),-14,3,17,0.3,-0.7,0,0.0,-17,-10
COCCNC(=O)C(=O)NCC1OCCN1S(=O)(=O)c1ccc2c(c1)OCCO2 (stereo unspecified),3,-21,-2,-0.1,0.2,5,0.3,-12,0
Cc1ccc(S(=O)(=O)N2CCCOC2CNC(=O)C(=O)NCc2ccc3c(c2)OCO3)cc1 (stereo unspecified),-18,-11,3,1.1,0.0,-8,3.6,7,-6
O=C1COCCOCCOCCOCC(=O)NCCN1,-6,-18,21,1.2,-0.4,-10,1.2,-3,-9
Cc1cccc(C(c2c(C)nn(-c3ccccc3)c2N)c2c(C)nn(-c3ccccc3)c2N)c1,-6,-3,14,4.3,3.5,-2,2.6,21*,-6
COc1ccc(N2CCN(C(=O)CSc3ccccc3)CC2)cc1,-10,-17,4,1.1,1.6,-7,1.8,-11,9
CC(=O)NNC(=O)CCC(=O)Nc1ccccc1,-7,-9,6,2.6,0.3,1,0.1,-12,-5
Cc1c(C(=O)O)sc2nc(C)n(C)c(=O)c12,-2,-16,-5,0.3,-0.7,1,1.0,-5,4
O=C(CN1CCCC1)Nc1ccc(NC(=O)Nc2ccccc2)cc1,-2,28,16,0.7,0.5,-8,-0.1,-10,-13

# (continued)
SMILES,CHO parental Ca,TAAR1 antag,M1 PAM parental,CHO-K1 Ca ag,OXTR agonist,OXTR potentiate,V1R ag counter,GPR7 antag,CHO-K1 Ca antag
CCC(Sc1nc2ncnc(N)c2[nH]1)C(=O)O (stereo unspecified),0,-13,16,0.8,0.2,-4,1.1,3,-9
CC(C)CN(C(=O)c1ccc(=O)n(C)n1)c1c(N)n(Cc2ccccc2)c(=O)[nH]c1=O,5,-25,-13,1.6,-0.1,-6,0.0,.,-1
CCCCCOc1ccc(Cn2ccnc2)cc1[N+](=O)[O-],-8,16,-11,1.6,1.4,-10,4.8,21*,8
COc1ccc(NC(=S)NCC2CCCO2)c(C)c1 (stereo unspecified),-3,-9,11,-0.2,-1.0,-6,0.1,-5,1
CCN(C1CCS(=O)(=O)C1)S(=O)(=O)c1ccc2ccccc2c1 (stereo unspecified),-9,-12,14,1.2,-0.1,-6,-0.8,.,2
COC(=O)C1C(=O)c2c(C)noc2CC1(C)C (stereo unspecified),-14,17,27,2.0,-1.2,-12,1.2,-10,-15

# Reformatted with bars between the fields: entries from further up
Molecule | CHO parental Ca | TAAR1 antag | M1 PAM parental | CHO-K1 Ca ag | OXTR agonist | OXTR potentiate | V1R ag counter | GPR7 antag | CHO-K1 Ca antag
COc1ccc(N2CCN(C(=O)CSc3ccccc3)CC2)cc1 | -10 | -17 | 4 | 1.1 | 1.6 | -7 | 1.8 | -11 | 9
CC(=O)NNC(=O)CCC(=O)Nc1ccccc1 | -7 | -9 | 6 | 2.6 | 0.3 | 1 | 0.1 | -12 | -5

# High-throughput results from PubChem.
